S100A4 inh HTS = inhibitors of S100A4-myosin IIA peptide binding, primary screen, biochemical, fluorescence polarization, TAMRA-MyoIIA peptide. hit rate 0.14% among 360,000. Protein S100-A4 (Homo sapiens), P26447. AID 652163, 2013. inhibition, % at 10.7 µM;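 active means mean inhibition of at least 70% across replicates, with every replicate also reaching that level; inconclusive means mean inhibition reaches 70% but some replicates fall short; inactive means mean inhibition below 70%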
Target sequence (P26447 whole entry, looked up): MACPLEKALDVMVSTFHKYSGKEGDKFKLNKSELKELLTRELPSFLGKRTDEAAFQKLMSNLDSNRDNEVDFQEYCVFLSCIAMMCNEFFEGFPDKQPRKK
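Compound dosing: one dose per compound; test system: human S100A4 monomer with TAMRA-labelled myosin IIA peptide; probe or stimulus: TAMRA-labelled myosin IIA heavy-chain peptide probe, 5 nM; medium: HEPES buffer with Ca2+, pH 7.2; schedule: 5 min incubation before reading; benchmarks: neutral control DMSO, positive control TFP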
PglD inh = C. jejuni PglD acetyltransferase inhibitors, primary screen, biochemical, DTNB colorimetric, single point; purified PglD enzyme, DTNB colorimetric CoA detection; AID 602405, 2012; inhibition, % at 12.5 µM; hit rate 0.098% among 360,000; UDP-N-acetylbacillosamine N-acetyltransferase PglD (Campylobacter jejuni); in the data active means inhibition above about 16%, passing the limit was not always enough; inconclusive means no clear call, values can overlap the other calls; further: strong numbers were not always called active
C2C12 statin = suppressors of statin myotoxicity in C2C12 myotubes, primary screen, cell-based, single point, plate reader | C2C12 myotubes + simvastatin, ATP luminescence, 48 h; scaled: DMSO 0, geranylgeraniol control 100 | rescue of ATP level, % at 7.49 µM | hit rate 0.78% among 330,000 | AID 602340, 2012;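 active means mean ATP rescue above about 67%, or every replicate alone reaching that limit, limit read from the data, passing the limit was not always enough; inconclusive means no clear call, values can overlap the other calls; inactive means mean under the limit and some replicate under it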;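 further: myotubes were challenged with 10 µM simvastatin during compound exposure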
ERp5 block = inhibitors of ERp5-driven insulin aggregation, primary screen, biochemical, turbidity, absorbance 650 nm, single point; 90 min; Protein disulfide-isomerase A6 (Homo sapiens), Q15084; hit rate 0.05% among 350,000; AID 651711, 2012; inhibition, % at 9.99 µM;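 active means mean replicate inhibition above about 25%, with every replicate also reaching it, limit read from the data, passing the limit was not always enough; inconclusive means only one of those two criteria met; inactive means neither criterion met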
Target sequence (Q15084 whole entry, looked up): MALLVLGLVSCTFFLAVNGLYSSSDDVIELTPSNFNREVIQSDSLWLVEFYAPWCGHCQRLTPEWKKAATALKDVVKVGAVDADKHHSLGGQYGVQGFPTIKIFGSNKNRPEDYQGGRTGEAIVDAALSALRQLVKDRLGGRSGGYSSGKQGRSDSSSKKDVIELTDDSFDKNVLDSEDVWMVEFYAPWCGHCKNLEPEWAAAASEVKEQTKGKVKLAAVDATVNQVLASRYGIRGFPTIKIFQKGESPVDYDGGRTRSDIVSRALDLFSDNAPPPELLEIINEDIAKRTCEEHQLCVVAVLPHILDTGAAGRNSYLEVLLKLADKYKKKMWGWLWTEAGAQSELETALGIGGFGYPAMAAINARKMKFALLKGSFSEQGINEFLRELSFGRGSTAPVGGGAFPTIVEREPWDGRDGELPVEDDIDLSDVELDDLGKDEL
DENV2 CPE rescue = inhibitors of DENV2 cytopathic effect, primary screen, cell-based, plate reader, single concentration. CPE inhibition, % at 9.99 µM. AID 651640, 2012. DENV2-infected cells, cytopathic effect rescue. hit rate 1.7% among 350,000; in the data active means CPE inhibition above about 20%, passing the limit was not always enough; inconclusive means no clear call, values can overlap the other calls; tested in BHK-21 cells;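 further: 0% = median of neutral control wells and 100% = median of positive control wells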
SIRT5 block = SIRT5 desuccinylase inhibitors, primary screen, biochemical, fluorescence imaging, single point, set 5 | hit rate 1.1% among 330,000 | NAD-dependent protein deacylase sirtuin-5, mitochondrial (Homo sapiens), Q9NXA8 | inhibition, % at 15 µM | Purified SirT5, succinyl-peptide AMC, trypsin-coupled fluorescence | AID 652115, 2013; in the data active means inhibition above about 15%; inconclusive means no clear call, values can overlap the other calls
Target sequence (Q9NXA8 whole entry, looked up): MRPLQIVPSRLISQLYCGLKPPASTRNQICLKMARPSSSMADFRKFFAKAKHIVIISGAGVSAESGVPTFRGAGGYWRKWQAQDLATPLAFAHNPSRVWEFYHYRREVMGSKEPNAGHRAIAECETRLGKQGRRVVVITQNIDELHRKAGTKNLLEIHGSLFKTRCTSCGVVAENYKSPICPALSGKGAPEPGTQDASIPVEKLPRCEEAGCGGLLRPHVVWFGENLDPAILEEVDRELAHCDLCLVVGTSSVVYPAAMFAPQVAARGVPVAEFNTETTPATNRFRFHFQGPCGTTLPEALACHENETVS
E-sel inducer = E-selectin induction in HUVECs, primary screen, imaging, HUVEC, immunofluorescence imaging, single point; P16581; hit rate 0.37% among 260,000; normalized: neutral wells 0, TNF-alpha wells 100; activation, % at 7.58 µM;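 active means mean E-selectin-positive cell signal at least 10% of the positive control, reached in at least 60% of replicates, without over 20% cell loss; inconclusive means no rule given, readout overlaps actives, possibly toxicity-flagged; inactive means the rest, including those meeting only one limit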;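 further: in these data hits start at about 27%; measured in HUVEC primary endothelial cells; signal is the percent of cells scored E-selectin positive by PE staining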
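Read-out basis: % PE-positive cells; Test system: HUVEC primary endothelial cells; Technique: immunofluorescence imaging; Dosing: single-point compound dose.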
* = called active by the depositor; ? = inconclusive; / = not tested or not shown. Only part of the results is shown; the hit share may differ from the screen's.

Values run as follows: S100A4 inh HTS, PglD inh, C2C12 statin, ERp5 block, DENV2 CPE rescue, SIRT5 block, E-sel inducer
NC(=O)C1(N2CCCCC2)CCN(CC(=O)Nc2ccccc2Sc2ccccc2)CC1
  -7, 5, 15, 0, -3, 1, /
CC(C)C(NC(=O)CCNC(=O)c1ccc([N+](=O)[O-])cc1)c1nc2ccccc2[nH]1 (centres undefined)
  0, 4, 1, -10, 3, -1, 1.0
O=c1c2c([nH]c3ccccc13)CCC2
  -1, 4, -7, -7, 1, -3, /
CN(C)C(=O)c1ccc(-c2ccc([C@@H]3[C@H]4CN(C(=O)C5CCCC5)CCCCN4[C@H]3CO)cc2)cc1
  -19, -1, /, -1, 14, 2, /
COC(=O)Cc1csc(Nc2ccccc2Cl)n1
  -4, -6, 6, 3, -14, /, /
Cn1cccc1C1CCCN1CC(=O)Nc1ccc(F)c(F)c1F (centres undefined)
  -3, -4, 0, 0, -5, -1, /
O=C(CSc1nc2[nH]c(=O)cc(O)c2s1)Nc1cccc(Br)c1
  4, 2, -5, -4, -2, 3, -1.2
Cc1cc(-c2csc(N)n2)c(C)n1Cc1ccccc1
  7, /, /, 2, 1, -2, 3.0
COc1ccccc1-c1ccc2n(c1=O)C[C@H]1[C@H](CO)[C@@H](C(=O)N(C)C)N[C@@H]21
  34, 7, -33, -3, 11, 3, 0.1
CN(C)c1ccc(C(C(=O)NC2CCCCC2)N(Cc2ccco2)C(=O)c2snc(C(N)=O)c2N)cc1 (centres undefined)
  4, 0, -94, 0, 0, /, -0.2
C[C@@H]1CN([C@@H](C)CO)C(=O)c2cc(NC(=O)Nc3cccc4ccccc34)ccc2O[C@@H](C)CCCCO[C@H]1CN(C)C(=O)Nc1ccc2c(c1)OCO2
  15, 2, -7, 0, -3, 6, -0.2
COc1ccc(CN(C(=O)c2cc(=O)c3ccccc3o2)C2CCS(=O)(=O)C2)cc1 (centres undefined)
  6, -5, 28, -1, -4, 0, /
COc1cccc(CNC(=O)C[C@H]2CC[C@H](NC(=O)C3CCC3)[C@@H](CO)O2)c1
  -4, 0, 6, -1, 15, 8, -1.3
Cc1ccc(O)c(CNc2ccc(S(=O)(=O)Nc3nccs3)cc2)c1
  1, -7, 1, -3, 3, -1, 3.0
O=C(NCc1ccc2c(c1)OCO2)c1sccc1Br
  -1, /, 22, 4, 5, -1, 4.7
CC(C)C#Cc1cnc2c(c1)C(=O)N([C@@H](C)CO)C[C@@H](C)[C@@H](CN(C)Cc1ccccn1)O2
  32, 3, -3, 1, 23, 0, -0.2
C[C@H]1CN([C@@H](C)CO)C(=O)c2cc(NS(=O)(=O)c3ccc(F)cc3)ccc2O[C@H]1CN(C)S(=O)(=O)c1cccs1
  -3, 8, 65, -9, 5, 4, -3.6
CN(Cc1c(F)cccc1Cl)C(=O)COC(=O)Cn1cnc2ccccc2c1=O
  -9, -3, 0, -8, 1, /, 0.3
CCCn1c(O)c(C=Nc2ccccc2)sc1=S
  3, 0, -1, 1, -6, -7, -1.9
CC(CCc1ccccc1)NC(=O)c1ccccc1C(=O)O (centres undefined)
  -3, 4, 12, 0, -1, -2, /

Other structures follow.
Values run as follows: S100A4 inh HTS, PglD inh, C2C12 statin, ERp5 block, DENV2 CPE rescue, SIRT5 block, E-sel inducer
COc1ccccc1CN1CC(C(=O)NCc2ccc(SC)cc2)CCC1=O (centres undefined)
  -15, /, /, -4, -6, -2, 0.0
Cc1cccc(C2CC(c3ccccc3)Nc3nc(N)nn32)c1 (centres undefined)
  0, -2, 27, -2, 0, /, 0.2
O=S1(=O)[C@H]2C[C@H](CO)O[C@@]2(CO)CN1Cc1ccc(-c2ccc(F)cc2)cc1
  -2, 5, -21, -5, -6, -3, 0.4
COC(OC)c1ccc(C#N)c(SCc2ccccc2)n1
  -8, 7, /, 1, 16, -6, /
O=C(COC(=O)/C=C/c1ccccc1)NC1CCCCC1
  8, -3, -2, -3, 14, 3, /
O=C(N[C@@H]1CC[C@H](CCn2cc(Cc3ccccc3)nn2)O[C@@H]1CO)c1cnccn1
  /, 3, 0, /, 1, /, -0.1
CCN(CC(=O)Nc1ccccc1OC)C(=O)C1CCCC1
  -1, -3, 0, 4, ?, -3, /
O=C(C1CCOCC1)N1C[C@@H]2[C@H](c3ccccc31)[C@H](CO)N2Cc1ccccc1
  -3, 0, 15, 3, -4, -11, 0.4
C[C@H](CO)N1C[C@H](C)[C@H](CN(C)Cc2cccnc2)Oc2ncc(C3=CCCC3)cc2C1=O
  -14, 4, -4, 6, -2, -2, -0.1
O=C(CNc1cc(S(=O)(=O)N2CCOCC2)ccc1N1CCCC1)Nc1ccc(Cl)cc1F
  -1, -2, 1, -6, 4, -1, 0.0
CC(=O)C(Cc1ccccc1)NC(=O)COc1ccc2c(c1)OCO2 (centres undefined)
  2, /, /, -6, 11, -1, 0.0
Cc1ccc(S(=O)(=O)N(CC(=O)N(C)C)c2cccc([N+](=O)[O-])c2)cc1
  6, -6, -1, 4, 5, -2, /
CC(=Nc1ccccc1)C1=C(O)C(Cc2ccc(O)cc2)NC1=O (centres undefined)
  3, /, /, 10, 14, 3, 0.8
COCCNC(=O)C[C@@H]1C[C@H]2c3cc(NC(=O)C4CCC4)ccc3O[C@H]2[C@H](CO)O1
  -11, -3, -2, -4, -2, -2, 0.8
COc1cc(C(F)(F)F)c(C(=O)N(C)c2ccc(Cl)cc2)cn1
  -1, -6, -2, -4, -1, -5, -0.1
NC(=O)C1CCN(c2oc(-c3cccs3)nc2S(=O)(=O)c2ccc(Cl)cc2)CC1
  2, 2, 3, -1, 11, 0, /
CCOc1ccc(CC(=O)NC2CC(C)(C)N(C)C(C)(C)C2)cc1OCC
  2, 1, -7, -10, -2, -18, /
C[C@@H]1CN([C@H](C)CO)C(=O)c2cc(NC(=O)Cc3ccccc3)ccc2O[C@@H]1CN(C)Cc1ccc(C(F)(F)F)cc1
  8, 1, 9, 3, 3, 4, -0.7
O=C(CSc1n[nH]c(-c2ccccn2)n1)Nc1ccc(Cl)cc1
  0, 13, -8, 6, 5, 3, /
Cc1nc2ccccc2c(=O)n1NC(=O)COc1ccccc1
  2, -2, 4, 0, 6, 1, /

Next section:
Values run as follows: S100A4 inh HTS, PglD inh, C2C12 statin, ERp5 block, DENV2 CPE rescue, SIRT5 block, E-sel inducer
C[C@@H]1CN([C@@H](C)CO)C(=O)c2cccc(NC(=O)c3ccc(-c4nccs4)cc3)c2O[C@@H]1CN(C)Cc1ccc2c(c1)OCO2
  -6, 8, 6, 3, 8, 7, -0.4
COc1ccc(CN(C)Cc2c(O)ccc3cc(Br)ccc23)cc1OC
  -1, -1, 5, -4, -1, 1, /
CCOC(=O)c1cc(-c2ccc(OC)cc2)nn1-c1ccccc1C(=O)O
  -5, 1, -54, 0, -2, -3, /
Cc1ccc(C)c(N(CC(=O)NCCc2ccccc2)C(=O)CCC(=O)Nc2ccccn2)c1
  -9, -2, -3, 8, 0, -4, 0.6
Cc1oc(-c2ccccc2F)nc1CS(=O)(=O)CC(=O)NCCCN(C)C1CCCCC1
  3, -4, -11, -9, /, -3, /
O=C(Nc1ccnn1C1CCN(C2CCC2)CC1)c1ccccc1Cl
  -3, 4, -2, -1, -2, 1, 0.0
CC(C)n1c(NCc2ccc(Cl)cc2)nc2ccccc21
  -1, /, /, 3, 8, 1, -0.2
O=C(O)CC1(CC(=O)NCc2ccc(C(F)(F)F)cc2)CCCCC1
  7, -4, -6, -2, -3, -5, 0.5
CO[C@@H]1CN(C)C(=O)c2cc(NS(=O)(=O)c3cccc(F)c3)ccc2OC[C@@H](C)N(C(=O)Cc2cccnc2)C[C@H]1C
  42, 0, 5, 1, -3, -2, 0.1
O=S(=O)(NCc1ccc(Cl)cc1)c1ccc(Br)cc1C1CC[C@@H](O)C1 (some centres undefined)
  -4, /, /, 0, -1, /, 0.3
O=C(NN1C(=O)/C(=C/c2ccc(O)c([N+](=O)[O-])c2)SC1=S)c1ccccc1Cl
  -9, /, /, 1, -3, 11, 8.1
ClCc1nnc(-c2ccccc2)o1
  3, /, /, 0, ?, 3, /
O=C(NCc1ccco1)c1cc2n(n1)C(C(F)(F)F)CC(c1ccc(Cl)c(Cl)c1)N2 (centres undefined)
  /, -9, 19, /, /, /, 1.7
O=C(CCCN1C(=O)S/C(=C\C=C\c2ccccc2)C1=O)Nc1ccc(O)cc1
  -7, 0, 20, -3, 4, 1, /
O=C(CNC(=O)c1ccccc1F)NCC(c1cccs1)N1CCOCC1 (centres undefined)
  -1, 1, 10, 1, -6, 0, -1.7
CN(C)CCOC(=O)NCC12CC3CC(CC(C3)C1)C2
  1, 2, -27, 2, 4, 21*, 3.7
COc1ccc(CNC(=O)C[C@H]2C=C[C@@H](NS(=O)(=O)c3cccc(OC)c3)[C@H](CO)O2)cc1
  6, -1, 1, -4, 0, -4, -0.6

Nothing new here: entries from further up.
Values run as follows: S100A4 inh HTS, PglD inh, C2C12 statin, ERp5 block, DENV2 CPE rescue, SIRT5 block, E-sel inducer
CC(C)n1c(NCc2ccc(Cl)cc2)nc2ccccc21
  -1, /, /, 3, 8, 1, -0.2
O=C(O)CC1(CC(=O)NCc2ccc(C(F)(F)F)cc2)CCCCC1
  7, -4, -6, -2, -3, -5, 0.5
CO[C@@H]1CN(C)C(=O)c2cc(NS(=O)(=O)c3cccc(F)c3)ccc2OC[C@@H](C)N(C(=O)Cc2cccnc2)C[C@H]1C
  42, 0, 5, 1, -3, -2, 0.1
O=S(=O)(NCc1ccc(Cl)cc1)c1ccc(Br)cc1C1CC[C@@H](O)C1 (some centres undefined)
  -4, /, /, 0, -1, /, 0.3
O=C(NN1C(=O)/C(=C/c2ccc(O)c([N+](=O)[O-])c2)SC1=S)c1ccccc1Cl
  -9, /, /, 1, -3, 11, 8.1
ClCc1nnc(-c2ccccc2)o1
  3, /, /, 0, ?, 3, /
O=C(NCc1ccco1)c1cc2n(n1)C(C(F)(F)F)CC(c1ccc(Cl)c(Cl)c1)N2 (centres undefined)
  /, -9, 19, /, /, /, 1.7
O=C(CCCN1C(=O)S/C(=C\C=C\c2ccccc2)C1=O)Nc1ccc(O)cc1
  -7, 0, 20, -3, 4, 1, /
